# MsrA inhibitor: inhibits bovine methionine sulfoxide reductase A | purified bovine MsrA, absorbance read-out | actives 0.75% (n = 360,000) | AID 651718 | inhibition, % at 15.5 µM; in the data active = inhibition above about 4.5%;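 note: 0% = vehicle wells with enzyme and 100% = reference inhibitor wells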
# TbMetRS inhib: blocks T. brucei methionyl-tRNA synthetase activity; purified T. brucei MetRS, ATP depletion, Kinase-Glo luminescence; inhibition, % at 11.9 µM; actives 0.4% (n = 360,000);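 active = inhibition above a per-plate cutoff of the control wells' mean inhibition plus 3 SD, cut at about 5.5% in these data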;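 note: 0% = DMSO wells median and 100% = median of wells with control inhibitor compound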
#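 technique = Kinase-Glo luminescence, ATP depletion format | system = purified MetRS (methionyl-tRNA synthetase) enzyme from Trypanosoma brucei | timing = 15 min preincubation, 2 h reaction, all 25 °C | evaluation = percent inhibition versus plate control medians | dosing = single dose, 11.9 µM final nominal, 0.9% final DMSO | also added = substrates ATP, L-methionine and bulk Escherichia coli tRNA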
# LMPTP block: blocks human LMPTP phosphatase; P24666; actives 0.22% (n = 360,000); AID 651560; inhibition, % at 20 µM; recombinant LMPTP-A, OMFP fluorogenic substrate, fluorescence intensity;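 active = compounds that cut the enzyme signal by at least half of the control window in the single-dose screen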;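 note: plate controls were DMSO wells with enzyme plus substrate for no effect and substrate without enzyme for full effect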
# Target sequence (P24666 whole entry, looked up): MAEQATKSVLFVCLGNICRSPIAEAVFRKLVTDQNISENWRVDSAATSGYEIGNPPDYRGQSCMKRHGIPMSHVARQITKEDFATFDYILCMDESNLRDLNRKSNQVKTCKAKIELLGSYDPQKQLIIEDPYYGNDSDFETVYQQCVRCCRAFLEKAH
#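 Material: LMPTP-A; amount: 0.625 nM enzyme; doses: single 20 µM dose; times: reaction 50 min, room temperature, dark; technique: fluorescence intensity of OMFP turnover product; benchmarks: no-enzyme and uninhibited controls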
# DNMT1 block: DNMT1 (human) enzyme inhibition; P26358; actives 0.83% (n = 360,000); DNMT1 molecular beacon, Hinp1I cleavage, fluorescence; inhibition (reported as % activation of signal), % at 10 µM; in the data active = inhibition above about 50%
# NadD block: NadD (S. aureus) enzyme inhibition; purified NadD enzyme, colorimetric absorbance read-out; inhibition, % at 20 µM; actives 0.78% (n = 360,000); in the data active = inhibition above about 26%; note: some compounds past the cut are filed as inactive
# STEP block: inhibitors of human striatal-enriched phosphatase STEP; actives 0.25% (n = 360,000); inhibition, % at 20 µM; recombinant STEP, OMFP fluorogenic substrate, fluorescence; P54829;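 active = inhibition at 20 µM, scaled per plate between control wells, above about 37%, limit read from the data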;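 note: 0% = DMSO with enzyme and substrate and 100% = substrate only without enzyme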
#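 System: STEP phosphatase, cell-free reaction; Buffer or medium: Bis-Tris pH 6.0 buffer with DTT, detergent; Incubation: 20 min at room temperature, dark; Measured by: fluorescence, 480/540 nm.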
# SUMO1 PPI mod: alters human SUMO1 binding to SIM partners | P63165 | SUMO1 binding to a labelled peptide, TR-FRET, 1 h | inhibition, % at 20 µM | actives 0.33% (n = 360,000); in the data active = inhibition above about 37%
# Target sequence (P63165 whole entry, looked up): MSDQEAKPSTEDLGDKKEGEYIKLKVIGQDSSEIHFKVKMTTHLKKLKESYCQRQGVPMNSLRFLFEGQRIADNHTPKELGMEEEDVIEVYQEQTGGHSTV
# CSN deneddyl inh: blocks human CSN-mediated cullin deneddylation; Purified CSN, SCF-Nedd8-OG deneddylation, fluorescence polarization; inhibition, % at 12.5 µM; actives 0.38% (n = 360,000); AID 651999;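 active = pattern-corrected inhibition above about 35%, with an unprinted fluorescence ratio check between 0.5 and 1.5, limit read from the data, passing the limit was not always enough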;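 note: 0% = enzyme with substrate and 100% = substrate without enzyme; some results filed as inactive read as strong as hits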
#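 Material: human Csn5 produced in HEK293T cells; Input: enzyme 0.24 nM; Reagent: SCFSkp2-Nedd8OG substrate at 10 nM final; Dosing: 12.5 µM compound; Incubation: 90 min reaction at room temperature; Detection: fluorescence polarization of the substrate; Evaluation: % inhibition of substrate cleavage by Csn5; Control set: substrate-only high control, full reaction low control.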
# Rpn11 inh: inhibitors of human proteasome Rpn11 | O00487 | human 26S proteasome, Ub4-pepOG fluorescence polarization; 20S core pre-blocked with epoxomicin | calls only at 20 µM | actives 0.59% (n = 360,000);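 active = inhibition at 20 µM, scaled to each plate's controls, above about 33%, limit read from the data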
# Target sequence (O00487 whole entry, looked up): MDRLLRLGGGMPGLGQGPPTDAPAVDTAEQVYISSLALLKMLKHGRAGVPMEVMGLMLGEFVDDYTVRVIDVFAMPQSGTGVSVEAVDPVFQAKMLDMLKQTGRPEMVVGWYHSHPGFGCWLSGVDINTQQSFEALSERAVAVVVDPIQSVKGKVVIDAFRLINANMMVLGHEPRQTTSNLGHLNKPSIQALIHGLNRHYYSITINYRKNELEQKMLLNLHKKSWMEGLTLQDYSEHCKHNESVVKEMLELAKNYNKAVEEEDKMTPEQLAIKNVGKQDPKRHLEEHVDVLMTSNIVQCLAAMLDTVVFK
# Scp-1 inhibitor: inhibitors of human Scp-1 phosphatase | Q9GZU7 | Recombinant Scp1, phosphopeptide, malachite green phosphate absorbance | inhibition, % at 20 µM | actives 0.88% (n = 340,000);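 active = inhibition above about 50% at 20 µM, limit read from the data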;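 note: plate controls were DMSO wells with enzyme for no effect and wells lacking enzyme for full effect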
# Target sequence (Q9GZU7 76-261 limits assumed): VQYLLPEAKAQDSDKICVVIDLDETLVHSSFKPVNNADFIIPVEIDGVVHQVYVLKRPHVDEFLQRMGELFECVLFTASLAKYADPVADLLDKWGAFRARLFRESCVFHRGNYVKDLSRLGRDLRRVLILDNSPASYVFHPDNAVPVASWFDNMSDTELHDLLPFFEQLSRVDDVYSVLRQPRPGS
#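 System: truncated SCP-1 phosphatase (76-261aa); medium: Tris acetate buffer pH 5.5 with MgCl2 and Tween-20; incubation: 45 min room-temperature reaction, 5 min colour, 30 min stabiliser; compound: single 20 µM dose, 1% DMSO; reagent: Phosphorylated 17-residue peptide substrate; read-out: % inhibition at 20 µM; technique: colorimetric free-phosphate detection, absorbance 630 nm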
# * = called active by the depositor; i = inactive; nt = not tested or not shown; + = active, no number. The order is random. About 3.9% of those tested had a hit in this group.
SMILES,MsrA inhibitor,TbMetRS inhib,LMPTP block,DNMT1 block,NadD block,STEP block,SUMO1 PPI mod,CSN deneddyl inh,Rpn11 inh,Scp-1 inhibitor
O=C(COC(=O)CNS(=O)(=O)c1c(Cl)cccc1Cl)Nc1cccnc1Cl,2.3,-0.8,-0.4,2.9,1.1,-2.9,0.9,-9.2,i,2.5
CCc1n[nH]c2c1/C(=N/O)CCC2,1.1,-0.7,1.7,-0.6,4.2,1.5,0.8,1.3,i,-9.5
O=C(COc1ccccc1Cl)Nc1ccc(N2CCCC2)cc1,-0.3,-0.3,1.1,-2.0,-7.0,2.5,-1.4,5.3,i,1.1
CC1CCCC(NC(=O)c2ccc(F)c(S(=O)(=O)N3CCOCC3)c2)C1C (configuration not stated),-0.9,-0.1,-0.8,-4.6,3.0,-4.0,4.6,-2.7,i,-2.0
Cc1ccc(S(=O)(=O)C(CCC(=O)c2ccc(Cl)cc2)C(N)=O)cc1 (configuration not stated),-1.2,-0.8,0.2,-3.1,3.5,-0.8,1.7,5.9,i,-6.1
O=C(Nc1nnc(CCc2ccccc2)s1)c1cccc(F)c1,-0.7,-0.2,0.5,3.9,-4.4,0.2,2.4,1.2,i,0.8
COc1cccc(CN(C)C(=O)C2CCN(S(=O)(=O)c3cccs3)CC2)c1OC,0.7,0.0,0.0,4.7,2.2,-3.0,-0.4,-2.1,i,2.3
O=C(CN1C(=O)NC2(CCCC2)C1=O)Nc1ccccc1-c1ccccc1,1.3,-0.8,-1.1,6.7,-0.4,-1.0,6.5,-5.0,i,-10.6
CC1=C(C(=O)N(C(C)C)C(C)C)CC(CC(=O)NCCCN(C)C)C(=O)N1CCC1=CCCCC1 (configuration not stated),1.5,-1.1,0.0,8.0,-14.7,-0.2,-1.5,-2.8,i,nt
COc1ccc(-c2noc(-c3ccccc3C(=O)N3CCOCC3)n2)cc1,-0.1,-0.5,-0.2,12.9,0.4,-1.8,1.3,3.8,i,-2.8
C=CCC1(CC=C)CCCN1C(=O)Cn1nnnc1CN(C)C(C)C,0.2,-0.6,-0.1,-0.1,-7.1,-0.1,-2.3,-0.8,i,-3.7
CCCCNCC(=O)Nc1ccc(NC(=O)CNCCCC)cc1,0.1,-0.4,1.3,-9.9,-2.3,3.4,7.0,3.5,i,-6.2
CCOC(=O)C1CCCN(CC(=O)N(C)c2c(N)n(Cc3ccccc3)c(=O)[nH]c2=O)C1 (configuration not stated),-0.5,-0.2,-1.2,1.3,2.5,1.9,-2.5,-0.1,i,2.0
CCCCn1cnc2c(cnn2-c2ccc(F)cc2)c1=O,1.2,-0.4,-0.6,0.0,10.3,0.8,4.1,1.0,i,6.2
Cc1nnc(SCC(=O)Nc2ncc(Cl)cc2Cl)n1Cc1ccccc1,-0.5,-0.1,0.3,1.0,-5.2,-0.2,3.3,2.1,i,2.6
CCOc1ccc(-n2c(SCc3ccc(C#N)cc3)nnc2-c2cccnc2)cc1,0.2,-0.7,0.6,-4.5,-1.1,-0.2,-2.9,-3.3,i,2.7
CNC(=S)NCCc1ccc(OC)cc1,0.1,-0.5,-2.5,-1.9,-0.2,-3.7,2.6,6.5,i,-6.9
CCC(CC)C(=O)N(C)c1c(C)nc2c(OCCOc3ccc(F)cc3)cccn12,0.9,0.4,-0.4,-9.3,4.6,-0.3,-0.2,-0.9,i,nt
COc1ccccc1NC(=O)C1CCCN1C(=O)NC1CCCCC1 (configuration not stated),-0.4,0.0,-0.2,0.0,3.3,-0.4,2.4,2.1,i,-0.8
CNS(=O)(=O)c1ccc(C(C)(C)C)cc1,0.4,0.2,-0.2,0.3,-4.9,2.2,1.4,-7.0,i,-5.0
Cc1ccc2sc(N3CCN(C(=O)c4ccc([N+](=O)[O-])o4)CC3)nc2c1C,-0.6,-0.3,0.7,-3.5,1.8,1.2,-5.3,-2.6,i,-0.4
O=C(CC1SC(N2CCCC2)=NC1=O)Nc1ccc(C(=O)Nc2ccccc2)cc1 (configuration not stated),-1.3,-0.2,0.0,-0.4,0.5,2.3,3.9,-5.1,i,-7.6
Fc1cccc(CN2CCN3CCCC3C2C2CCCCC2)c1 (configuration not stated),-0.9,-0.3,-1.9,-5.1,14.1,-1.2,35.0,4.7,i,4.6
CCC(C)(C)NC(=O)CN(C(=O)CCC(=O)Nc1nccs1)c1ccc2c(c1)OCCO2,-1.1,-0.3,-1.3,2.0,1.2,1.0,5.9,2.5,i,6.6
O=C(O)c1cccc(N/N=C/c2cccnc2)c1,1.9,-0.7,-0.8,2.6,8.2,-0.4,-10.1,-7.2,i,3.9

# Brought forward from above: 2 compounds, then new ones.
SMILES,MsrA inhibitor,TbMetRS inhib,LMPTP block,DNMT1 block,NadD block,STEP block,SUMO1 PPI mod,CSN deneddyl inh,Rpn11 inh,Scp-1 inhibitor
CCC(C)(C)NC(=O)CN(C(=O)CCC(=O)Nc1nccs1)c1ccc2c(c1)OCCO2,-1.1,-0.3,-1.3,2.0,1.2,1.0,5.9,2.5,i,6.6
O=C(O)c1cccc(N/N=C/c2cccnc2)c1,1.9,-0.7,-0.8,2.6,8.2,-0.4,-10.1,-7.2,i,3.9
CCOc1ccc(NC(=O)COC(=O)c2cc(=O)c3ccccc3o2)cc1,0.6,0.1,-1.3,-0.1,3.2,-1.0,-6.6,-3.4,i,1.2
CCOC(=O)C1=C(C)Nc2sc(C(=O)c3ccc(Br)cc3)c(N)c2C1c1ccc(C(=O)OC)cc1 (configuration not stated),nt,0.1,2.5,-9.1,33.6*,2.2,-2.6,-3.4,i,-8.5
CCCCNC(=O)Cn1c(=O)n(C)c2ccccc21,-0.1,-0.3,0.1,3.7,-3.3,-0.4,3.9,1.4,i,-1.6
CNC(=O)CN(c1cc(C)ccc1OC)S(=O)(=O)c1ccc(C)cc1,-0.7,-0.8,-0.2,1.3,-3.9,-3.0,7.2,2.5,i,5.2
COC(=O)C1CCN(Cc2ccc(OCCCN3CCN(c4ccc([N+](=O)[O-])cc4)CC3)cc2)CC1,-0.5,-0.2,25.6,-2.1,-6.5,-0.8,-32.3,-3.8,i,-4.9
O=C(NCc1ccccc1)NC(O)C(Cl)(Cl)Cl (configuration not stated),2.0,0.2,-0.1,-5.6,-0.7,-1.8,-0.2,-8.2,i,-5.3
COc1ccc(CC(N)c2csc(NC(=O)c3cccc(OC(F)(F)F)c3)n2)cc1 (configuration not stated),-0.8,-0.3,-1.7,-6.0,3.1,1.8,-43.0,2.7,i,nt
O=C(NCc1ccc(Cl)cc1)c1ccc(NC(=O)C2CCCO2)cc1 (configuration not stated),-0.7,-0.8,-0.1,2.2,1.2,-4.3,-1.9,-0.9,i,-5.8
O=C(C1CCCCN1S(=O)(=O)c1ccccc1)N1CCCCC1 (configuration not stated),-0.6,0.6,0.3,0.8,-0.8,-0.7,2.9,3.6,i,-6.5
O=C(/C=C/c1cccs1)N1CCC2(CC1)Oc1ccc(F)cc1C(=O)C21CC(c2ccc(Cl)cc2)=NO1 (configuration not stated),3.5,0.1,2.2,-2.8,11.0,2.5,-4.8,-1.2,i,-3.5
COc1ccc(N(CC(=O)Nc2cccc(C)c2)S(=O)(=O)c2c(C)noc2C)cc1,1.1,-0.4,0.8,-2.4,-9.2,-1.6,-1.2,-6.7,i,-13.3
CCCC/C(O)=N\S(=O)(=O)c1ccc(N=NN(C)C)cc1,-0.3,0.0,-0.7,4.7,-0.4,-2.0,1.9,2.9,i,0.2
COCCOC(=O)c1c(NC(=O)CSc2cccc[n+]2[O-])sc(C(N)=O)c1C,-0.1,-1.1,0.8,14.7,-1.2,-2.9,1.3,1.3,i,3.9
Cc1ccc(CSc2cc(C)[nH]c(=O)n2)cc1,0.0,0.4,-0.6,38.0,25.4,0.6,-0.7,0.8,+,20.4
COCCCn1c(=O)c2sccc2n2c(CCCC(=O)N(C)Cc3ccco3)nnc12,-0.7,-0.3,-0.5,-0.7,6.1,-2.5,-1.7,2.6,i,-3.6
CCOC(=O)/C=c1/s/c(=C/c2ccc3cc(OC)ccc3c2)c(=O)n1CC(=O)NCc1ccc2c(c1)OCO2,0.2,-0.1,2.3,54.0*,26.7,-4.8,12.8,29.6,nt,-9.5
CC(C)C(C)NC(=O)COc1ccc(OCc2ccccc2)cc1 (configuration not stated),2.0,-0.2,0.1,1.4,-1.0,3.8,3.8,-2.3,i,-2.3
COc1ccc(NC(=O)Nc2ccc3nc([C@@H]4O[C@H](CO)[C@@H](O)[C@H](O)[C@H]4O)[nH]c3c2)cc1OC1CCCC1,1.1,0.9,0.3,0.0,4.7,0.3,-1.2,1.0,i,nt
C[C@H](CO)N1C[C@H](C)[C@@H](CN(C)S(=O)(=O)c2ccccc2)Oc2c(NC(=O)C3CC3)cccc2C1=O,0.1,-0.2,-1.2,-0.6,-1.2,0.4,1.3,-1.9,i,4.1
CCOC(=O)N1CCN(Cc2nc(Cc3cccc(C(F)(F)F)c3)no2)CC1,1.1,-1.6,0.2,22.2,-3.9,-4.4,2.3,-6.5,i,6.4
COc1ccc(S(=O)(=O)c2c(O)c3ccc(C(=O)Nc4ccc(F)cc4F)cc3[nH]c2=O)cc1,1.3,0.6,-1.8,-0.6,3.5,1.9,30.5,-1.1,i,-8.6
Cc1ccc(C2=C(c3ccc([N+](=O)[O-])cc3)C(=O)OC2)cc1C,0.0,-0.9,-0.3,0.4,-3.0,-1.7,-21.0,9.4,i,-8.6
CCS(=O)(=O)c1nc2ccccc2n1Cc1ccccn1,0.1,-0.1,-0.7,0.4,-4.0,1.2,2.8,-6.8,i,-2.9
CC(=O)c1ccc(NC(=S)NC(C)c2ccc(Cl)cc2Cl)cc1 (configuration not stated),-0.7,-0.7,1.6,-9.9,-4.3,3.0,-0.7,3.9,i,-9.7
CCCNC(=O)c1cnc(Sc2ncc(C(F)(F)F)cc2Cl)n1C,-0.2,0.1,0.1,-0.6,-3.4,-2.4,12.3,-2.3,i,-0.1
O=C(CSc1ccc(-c2ccncc2)nn1)N1CCCC1,0.6,-0.8,-2.4,0.1,-10.4,7.9,1.0,-0.3,i,-2.1
O=C(COc1ccc(Cl)cc1)NCc1cn2cc(Cl)ccc2n1,0.3,3.5,-2.5,-1.7,-7.0,-3.4,-2.0,-0.3,i,1.9

# Some entries already given, showing only TbMetRS inhib and LMPTP block:
molecule,TbMetRS inhib,LMPTP block
CCOC(=O)/C=c1/s/c(=C/c2ccc3cc(OC)ccc3c2)c(=O)n1CC(=O)NCc1ccc2c(c1)OCO2,-0.1,2.3
CC(C)C(C)NC(=O)COc1ccc(OCc2ccccc2)cc1 (configuration not stated),-0.2,0.1
COc1ccc(NC(=O)Nc2ccc3nc([C@@H]4O[C@H](CO)[C@@H](O)[C@H](O)[C@H]4O)[nH]c3c2)cc1OC1CCCC1,0.9,0.3

# Source: PubChem BioAssay
